Screens (PubChem BioAssay)
Keap1 Nrf2 FP: Keap1-Nrf2 protein-protein interaction inhibitors, primary screen, biochemical, fluorescence polarization, single point; Kelch-like ECH-associated protein 1 (Homo sapiens), Q14145; actives 0.15% (n = 340,000); inhibition, % at 9.4 µM; AID 504523, 2011; Keap1 Kelch-Nrf2 peptide fluorescence polarization, 1536-well; in the data active means inhibition above about 12%;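 further: human Keap1 Kelch domain with fluorescein labeled Nrf2 9mer peptide probe; 0% = neutral control wells and 100% = peptide positive control; higher means more block of Keap1 binding to Nrf2 peptide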
SR-BI uptake up: activators of SR-BI mediated DiI-HDL uptake, primary screen, ldlA[mSR-BI] CHO cells, DiI fluorescence | 3 h; 100 = double the neutral-control signal | activation, % at 12.5 µM | actives 0.096% (n = 320,000) | AID 504775, 2011;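 active means mean replicate activation of at least 60% and every replicate at or above 60%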;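 further: 0% = median plate neutral-control signal and 100% = twice that signal; values of inactives mirror those of a sister screen read the other way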
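System: LDL receptor-deficient CHO ldlA cells overexpressing murine SR-BI | Timing: 3 h uptake period with compound, 37 °C | Medium: HEPES-buffered (25 mM, pH 7.4) F12 plus 0.5% BSA | Dosing: Single-point compound dose | Signal: Bottom-read fluorescence, 550/595 nm | Read-out: Retained DiI signal reflecting DiI-HDL uptake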
PvdQ inh: P. aeruginosa PvdQ acylase inhibitors, primary screen, biochemical, fluorescence, plate reader and imaging, single point; PvdQ acylase [Pseudomonas aeruginosa LESB58]; purified PvdQ acylase; inhibition, % at 10 µM; actives 0.063% (n = 340,000); AID 488965, 2010; in the data active means inhibition above about 30%, passing the limit was not always enough;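 further: 0% = vehicle neutral wells and 100% = reference inhibitor wells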
Arr AP2 block: inhibitors of beta-arrestin/AP2 binding, primary screen, biochemical, GPCR trafficking, flow cytometry; beta-arrestin 1 C-terminal peptide binding to AP2 beta2-adaptin appendage (human); FITC-arrestin peptide / GST-AP2 beads; AP2 beta2 appendage carries R879A mutation; inhibition, % at 10 µM; actives 0.31% (n = 340,000); AID 504490, 2011;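 active means inhibition above a set limit, near 3 SD of compounds lacking own fluorescence, cut at about 54% in these data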;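 further: plate controls were DMSO wells for no effect and 5 µM unlabelled arrestin peptide for full effect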
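test system = AP2 appendage R879A on GSH beads | buffer or medium = PBS plus Tween 20 (0.05%) and BSA (0.1%) | incubation = 12 min plus 1 h, RT | detection = bead flow cytometry, FITC channel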
Cardiac RTF inh: cardiac RTF calcium sensitivity inhibitors, primary screen, biochemical, IANBD-TnC fluorescence, EC70 calcium | Troponin I, cardiac muscle (Homo sapiens) + Troponin T, cardiac muscle (Homo sapiens) + … | actives 0.12% (n = 340,000) | AID 493244, 2011 | IANBD-labeled cardiac RTF, Ca2+ fluorescence | inhibition, % at 7.15 µM;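 active means inhibition above the mean inhibition of all tested compounds plus 3 SD, cut at about 17% in these data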;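 further: assay run at fixed EC70 calcium of 1.6 mM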
C-LANA FP: inhibitors of KSHV C-LANA binding to DNA, primary screen, biochemical, fluorescence polarization, FAM-LBS DNA, MBP-C-LANA, single point | Kaposi's sarcoma herpesvirus LANA C-terminal domain (residues 932-1162) DNA binding | inhibition, % at 9 µM | actives 0.078% (n = 340,000) | AID 504423, 2011;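 active means highest replicate inhibition at or above 60% at 9 µM, even if other replicates fall short; inactive means all replicates below 60% inhibition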;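 further: 0% = neutral control wells and 100% = 4 µM acridine orange control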
DAGLB inh: DAGLB lipase inhibitors, primary screen, biochemical, fluorescence, HTS. Diacylglycerol lipase-beta (Homo sapiens), Q8NCG7. HEK293T DAGLB membrane lysate, EnzChek fluorogenic substrate. inhibition, % at 5.17 µM. actives 0.059% (n = 340,000). AID 504411, 2011; in the data active means inhibition above about 34%;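 further: 0% = enzyme with vehicle and 100% = wells lacking enzyme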
PKA-R2B act: activators of PKA-R2B holoenzyme, primary screen, biochemical, fluorescence polarization, Cy5-IP20, human; cAMP-dependent protein kinase catalytic subunit beta (Homo sapiens) + cAMP-dependent …; PKA-R2B holoenzyme dissociation; R2B truncated from residue 108, S112A mutant; 0% DMSO only, 100% 113 µM cGMP; activation, % at 11.4 µM; actives 0.079% (n = 340,000); AID 504700, 2011;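 active means activation above a cutoff set at the mean over all compounds plus 3 SD, cut at about 18% in these data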;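 further: higher means more holoenzyme dissociation and a rise in polarization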
Target sequence (P31323 whole entry, looked up, other chains not shown, the tested form may be a part): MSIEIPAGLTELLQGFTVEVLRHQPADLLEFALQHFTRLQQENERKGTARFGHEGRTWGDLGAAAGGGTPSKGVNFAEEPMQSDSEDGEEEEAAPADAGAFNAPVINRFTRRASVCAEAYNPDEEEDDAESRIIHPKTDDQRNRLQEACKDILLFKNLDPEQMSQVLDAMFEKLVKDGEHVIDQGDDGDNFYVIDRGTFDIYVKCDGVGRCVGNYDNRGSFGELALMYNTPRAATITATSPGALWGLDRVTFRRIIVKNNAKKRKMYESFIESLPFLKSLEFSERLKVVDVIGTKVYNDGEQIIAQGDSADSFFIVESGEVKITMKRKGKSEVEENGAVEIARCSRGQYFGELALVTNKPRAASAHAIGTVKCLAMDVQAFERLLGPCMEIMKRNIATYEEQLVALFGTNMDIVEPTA
SR-BI DiI inh: inhibitors of SR-BI mediated HDL lipid uptake, primary screen, ldlA[mSR-BI] cells, fluorescence, single point | inhibition, % at 12.5 µM | Scavenger receptor class B member 1 (Mus musculus), Q61009 | ldlA[mSR-BI] CHO cells, DiI-HDL uptake fluorescence, 3 h | actives 0.96% (n = 320,000);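 active means mean replicate inhibition of at least 70% and a set share of replicates each scoring 70 or more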;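 further: 0% = median of neutral control wells and 100% = median of positive control wells; values of inactives mirror those of a sister screen read the other way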
Target sequence (Q61009 whole entry, looked up): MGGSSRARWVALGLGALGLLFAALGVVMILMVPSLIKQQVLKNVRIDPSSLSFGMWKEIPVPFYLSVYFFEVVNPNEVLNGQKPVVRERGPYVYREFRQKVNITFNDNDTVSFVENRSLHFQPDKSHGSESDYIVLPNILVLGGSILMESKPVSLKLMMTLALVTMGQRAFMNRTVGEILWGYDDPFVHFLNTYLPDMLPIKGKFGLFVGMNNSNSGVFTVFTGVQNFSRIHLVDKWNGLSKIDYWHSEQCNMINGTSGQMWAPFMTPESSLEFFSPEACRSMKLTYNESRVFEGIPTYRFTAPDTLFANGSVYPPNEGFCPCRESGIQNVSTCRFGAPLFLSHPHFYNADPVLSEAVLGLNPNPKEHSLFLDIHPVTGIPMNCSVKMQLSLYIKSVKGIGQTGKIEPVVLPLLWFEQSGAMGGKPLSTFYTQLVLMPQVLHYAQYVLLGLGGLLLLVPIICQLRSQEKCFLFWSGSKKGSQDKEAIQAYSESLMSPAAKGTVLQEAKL
NSD2 HMT inh: NSD2 histone methyltransferase inhibitors, primary screen, biochemical, AlphaScreen, single concentration, set 2; inhibition, % at 12.5 µM; AID 743445, 2014; NSD2 peptide methylation, 120 min; actives 0.54% (n = 310,000); Histone-lysine N-methyltransferase NSD2 (Homo sapiens), O96028; in the data active means inhibition above about 50%
The depositor's hits bear a star; · = not tested or not shown.

molecule	Keap1 Nrf2 FP	SR-BI uptake up	PvdQ inh	Arr AP2 block	Cardiac RTF inh	C-LANA FP	DAGLB inh	PKA-R2B act	SR-BI DiI inh	NSD2 HMT inh
COc1ccc(OC2C(=O)N(Cc3ccc(F)cc3)C2c2ccc(OC)c(OC)c2)cc1 (configuration not stated)	-2	-1	1	13	-17	0.9	-1	-4	1	-2
Cc1cc(NC(=O)C2CC(=O)OC2c2ccccc2)no1 (configuration not stated)	6	5	-7	-1	-1	0.7	-3	1	-5	1
Cc1ccc(CN2CCCOCCS2(=O)=O)cc1	-6	17	-14	9	-8	1.3	-2	10	-17	·
COCCNC(=O)C(c1cccs1)N(C(=O)Cn1nnc2ccccc21)c1ccccc1 (configuration not stated)	-3	21	-13	6	1	0.2	-1	-9	-21	1
COc1ccc(OC)c(C(=O)N2CCCC(Nc3ccc(F)cc3)C2)c1 (configuration not stated)	3	14	-6	5	-1	-0.6	-1	0	-14	-1
C/C=C(/C)C(=O)OC1c2c(ccc3ccc(=O)oc23)OC(C)(C)C1OC(C)=O (configuration not stated)	-1	7	-10	-3	-2	-0.9	-3	2	-7	1
O=C(CSc1nccn1-c1ccc(F)cc1)NCc1ccc2c(c1)OCO2	3	16	5	16	-1	0.5	-4	2	-16	30
Cc1nc(SCC(=O)N2CC(C)OC(C)C2)nc(C)c1C (configuration not stated)	-1	15	6	17	-6	-4.3	2	-11	-15	-6
CCCN1CN=C(NS(=O)(=O)c2ccc(C)cc2)NC1	-7	·	6	23	-9	1.3	-3	5	·	-2
O=C(NCCNc1ccc([N+](=O)[O-])cc1C(F)(F)F)c1cccc(F)c1	7	-18	9	-1	-12	-0.1	-2	-3	18	2
Cc1cc(C(=O)CCC(=O)Nc2ncccc2O)c(C)s1	-3	-2	-21	-9	1	1.5	3	-11	2	2
CS(=O)(=O)Nc1ccc2[nH]c(=O)[nH]c2c1	-6	10	-10	16	-4	-1.0	-1	1	-10	-1
O=C(NC1CCCCC1)C(c1ccco1)N(Cc1ccco1)C(=O)c1ccco1 (configuration not stated)	-11	8	-15	-2	1	0.6	0	-13	-8	·
COc1ccccc1N1CCN(C(c2ccc(N(C)C)cc2)c2nnnn2CCc2ccccc2)CC1 (configuration not stated)	-1	-12	-10	19	-16	0.2	-1	-4	12	·
Cc1cc2oc(=O)cc(-c3ccccc3)c2c(C)c1-c1ccc(N(C)C)cc1	4	-78	-11	-34	-2	0.8	-4	-5	78*	·

Further records
molecule	Keap1 Nrf2 FP	SR-BI uptake up	PvdQ inh	Arr AP2 block	Cardiac RTF inh	C-LANA FP	DAGLB inh	PKA-R2B act	SR-BI DiI inh	NSD2 HMT inh
COc1ccc(-c2c(-c3cc(OC)cc(OC)c3)n(C)c3ccc(-c4ccc5[nH]ccc5c4)cc23)cc1	-2	-76	9	5	-18	-1.8	-1	-9	76*	·
Cn1c(=O)c2c(ncn2CC(=O)Nc2cc(S(=O)(=O)N3CCCCC3)ccc2Cl)n(C)c1=O	1	-3	2	12	12	-1.8	1	2	3	0
CC1CC(C)CN(C(=O)CSCC(=O)O)C1 (configuration not stated)	1	18	6	41	8	0.1	0	-6	-18	4
Cc1ccc(NC(=O)c2ccc(CN3CC(=O)N4CCCCC4C3=O)cc2)c(C)c1 (configuration not stated)	-1	-34	-12	9	-1	-0.2	-1	5	34	·
C/C(=N\NC(=O)COc1ccc2ccccc2c1)c1cccs1	-3	·	-6	0	7	-2.5	-6	-10	19	-2
Cc1ccc(S(=O)(=O)N2CCOCC2)cc1C(=O)N1CCN(S(=O)(=O)c2ccccc2F)CC1	-5	13	4	8	-3	-0.9	0	-1	-13	-1
Cc1cc(C(=O)N/N=C/c2ccc3ccccc3c2)n[nH]1	1	11	10	7	0	0.4	-5	-5	-11	-1
CC(OC(=O)CCN1C(=O)C2CC=CCC2C1=O)C(=O)c1ccc(F)cc1 (configuration not stated)	-6	0	5	25	-2	-0.3	-1	-3	0	-2
O=S(=O)(c1ccc(Cl)cc1)N1CCN2CCCC2C1 (configuration not stated)	-4	3	-15	-8	-7	2.4	1	-4	-3	3
Cc1ccc(S(=O)(=O)c2nc(-c3ccccc3Cl)oc2N(C)C)cc1	-8	-37	-27	-9	-1	-1.8	-5	-8	37	17
COc1ccc(N(C(=O)c2snc(C(N)=O)c2N)C(CC(C)C)C(=O)NCC2CCCO2)cc1 (configuration not stated)	1	15	-13	-1	-6	0.1	-1	-14	-15	-14
COc1ccc(NC(=O)Cn2cccc2)cc1Cl	1	-6	-15	-7	-4	1.1	-2	3	6	0
CCN1C[C@@H]2[C@@H]3C(=O)N(C)C(=O)[C@@H]3[C@](CC)(C1=O)N2C(=O)c1ccccc1	-3	35	-5	1	-2	1.3	0	-14	-35	·
O=C(NCCCN1CCOCC1)c1c(-c2ccccc2)sc2ccccc12	-2	2	-14	-13	-11	0.6	0	2	-2	·
CSCCC(NC(=O)c1ccccc1Cl)C(=O)NNC(=O)c1ccccc1O (configuration not stated)	-3	-47	15	28	-1	-2.6	3	-13	47	-1

Among those listed so far, these have an aryl thioether with sulfur outside any ring:
molecule	Keap1 Nrf2 FP	SR-BI uptake up	PvdQ inh	Arr AP2 block	Cardiac RTF inh	C-LANA FP	DAGLB inh	PKA-R2B act	SR-BI DiI inh	NSD2 HMT inh
O=C(CSc1nccn1-c1ccc(F)cc1)NCc1ccc2c(c1)OCO2	3	16	5	16	-1	0.5	-4	2	-16	30
Cc1nc(SCC(=O)N2CC(C)OC(C)C2)nc(C)c1C (configuration not stated)	-1	15	6	17	-6	-4.3	2	-11	-15	-6

Going on with the list:
molecule	Keap1 Nrf2 FP	SR-BI uptake up	PvdQ inh	Arr AP2 block	Cardiac RTF inh	C-LANA FP	DAGLB inh	PKA-R2B act	SR-BI DiI inh	NSD2 HMT inh
COc1ccc(C(=O)NCc2nnc(SCC(=O)NCCc3ccccc3)o2)cc1	-4	18	-13	2	-10	-2.2	-1	4	-18	-2
Cc1cc[n+](CC2OCc3ccccc3CO2)cc1	-3	7	-12	14	-5	-0.5	-5	-3	-7	17
N#CC(=C1CCCC1)c1nc(-c2cc3ccccc3oc2=O)cs1	-1	-40	-13	1	-5	0.0	-6	-6	40	·
C=CC(=O)NC(C)(C)CCN1CCOCC1	-3	13	-11	5	0	2.8	1	0	-13	2
Cn1ccnc1C(O)c1ccc(OCc2ccccc2)cc1 (configuration not stated)	-3	-8	-2	6	-1	2.3	-1	-4	8	8
CCN(CC(=O)Nc1ccc(NC(C)=O)cc1)C(=O)c1ccc2c(c1)OCCO2	-2	7	-6	11	10	1.3	-3	-11	-7	-3
COc1cccc(CNC(=O)CCNS(=O)(=O)c2ccc3c(c2)oc(=O)n3C)c1	-6	4	4	5	-12	0.4	0	7	-4	5
CC1CCCC(C)N1C(=O)Cn1cc(C#N)c2ccccc21 (configuration not stated)	1	12	-5	14	·	-0.7	·	·	-12	-3
O=C(c1ccc(Cl)s1)N1CCN(C23CC4CC(CC(C4)C2)C3)CC1	1	5	1	-6	-7	-0.7	1	-14	-5	·
CC(=O)Nc1ccc(S(=O)(=O)N2CCN(c3cc(C)nc4ccccc34)CC2)cc1	2	8	4	7	-1	-1.0	1	-10	-8	1
Cc1cc(=O)oc2c(C)c(OC(C)C(=O)NCC(O)c3ccccc3)ccc12 (configuration not stated)	-2	-8	-1	14	-6	0.1	-2	-10	8	-2
O=C(O)CNC(=S)N(Cc1cccs1)C1CCCCC1	-5	32	-1	41	-4	0.6	2	-5	-32	1
CC(C)(C)c1cc(Cl)ccc1OCCOCCN1CCCC1	-4	32	1	1	-1	-8.2	2	5	-32	5
O=C(Nc1ccccc1)OCc1cc(-c2ccccc2Cl)on1	-2	-6	2	-3	-1	-2.2	-13	-5	6	21
O=C(COC(=O)c1ccc(Cl)nc1)NCCc1ccc(F)cc1	-7	15	-1	-2	7	-1.2	-1	-6	-15	5

Next section:
molecule	Keap1 Nrf2 FP	SR-BI uptake up	PvdQ inh	Arr AP2 block	Cardiac RTF inh	C-LANA FP	DAGLB inh	PKA-R2B act	SR-BI DiI inh	NSD2 HMT inh
Cc1cc([N+](=O)[O-])ccc1NC(=O)CSc1nccc(=O)[nH]1	0	-8	-9	5	-3	0.5	0	-9	8	-6
CCc1cc2ccccc2nc1SCC(=O)Nc1cc(OC)c(OC)cc1C(=O)O	2	23	0	1	-19	-1.2	3	2	-23	0
COC(=O)c1ccc([N+](=O)[O-])cc1N1C(=O)C2C3CCC(C3)C2C1=O (configuration not stated)	3	29	-10	-9	-11	-0.2	1	9	-29	-1
CCOC(=O)c1c(/N=C/c2ccc(OC)cc2O)sc2c1CCN(C)C2	1	3	3	40	3	-1.1	1	5	-3	·
CCCCCCCNC(=O)C1(CC2CC(c3ccc(Cl)cc3)=NO2)CCN(C(=O)Cc2ccc(F)cc2)CC1 (configuration not stated)	-1	13	-17	-2	-8	-2.1	-1	-8	-13	·
